# INS promoter inh = TRM-6 insulin promoter activity inhibition; TRM-6 cells (human fetal islet line), insulin promoter-eGFP reporter, imaging; reporter expression induced with tamoxifen; inhibition, % at 2 µM; 130,000 tested, 0.9% active; AID 1273;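 active = inhibition above the mean plus 3 SD, with well images judged a real hit on visual review, cut at about 60% in these data, passing the limit was not always enough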
# sdo1 growth = compounds rescuing growth of sdo1-depleted yeast, bone marrow failure model; S. cerevisiae sdo1-depleted JHY4D growth rescue, OD600 30 h; active compounds read high; pdr5 snq2 efflux-pump mutant strain; z-score at 10 µM; 140,000 tested, 0.21% active; AID 817;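 active = z-score above 3 at both the 24 hr and the 30 hr optical density reads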;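 note: z-score against mean and SD of all compound wells on the same plate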
# sdo1 growth Rescue 24 h = also measured in sdo1 growth; calls as there; z-score; S. cerevisiae sdo1-depleted JHY4D growth rescue, OD600; measured here: growth rescue at 24 h;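 0 is the plate mean of compound wells and units are plate SD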
# Numbers without * were called inactive; / = not tested or not shown.
SMILES,INS promoter inh,sdo1 growth,sdo1 growth Rescue 24 h
CCOC(=O)c1cccc(NS(=O)(=O)c2c(C)[nH]c(=O)[nH]c2=O)c1,3.2,1.74,1.54
CS(=O)(=O)Nc1nnc(SCC(=O)Nc2cccc([N+](=O)[O-])c2)s1,/,1.16,0.7
CCOC(=O)c1c(C)[nH]c(C(=O)OCC(=O)Nc2ccc(OC)c(Cl)c2)c1C,-9.1,-1.36,-0.08
Cc1cc(C)c2c(=O)n(CC(=O)N3CCC(Cc4ccccc4)CC3)sc2n1,/,-0.99,-0.94
Cc1ccc(/C=N/NC(=O)c2nc3nc(C)cc(C)n3n2)cc1,19.4,0.78,0.42
COc1ccc(Cc2nnc(NS(C)(=O)=O)s2)cc1,-34.4,0.77,0.92
O=C(COC(=O)C1CC1)c1c[nH]c2ccccc12,27.6,-0.05,-0.65
Cc1cc(C)n2c(SCc3c(C)noc3C)nnc2n1,80.0*,1.12,0.38
COc1ccc2[nH]c(=O)c(CNc3ccc(C)c(C)c3)cc2c1,-41.5,-0.42,0.53
O=C(CCN1CCCCC1)NCNC(=O)CCN1CCCCC1,50.0,-0.48,-1.2
COc1cc(C(=O)Nc2nc(C)c(Cc3ccc4c(c3)OCO4)s2)cc(OC)c1OC,-66.7,-0.81,-1.04
Cc1onc(-c2ccccc2)c1C(=O)Nc1sc2c(c1C#N)CCC2,/,-1.67,-0.98
COCCNC(=S)Nc1ccc(Cl)c(Cl)c1,5.9,/,/
N#Cc1c(Cl)nc(SCc2ccccc2)nc1-c1ccccc1,32.4,-0.77,-1.56
CC(C)=CCCC(C)NC(=O)NC1CCCCC1 (stereo unspecified),52.8,0.59,1.21
Cn1cnc([N+](=O)[O-])c1S(=O)(=O)c1ccc(Cl)cc1,6.7,-1.44,-0.95
O=C1c2ccccc2C(=O)N1CCC(=O)N1CCCc2ccccc21,10.0,-0.29,-0.36
CC1CCCCC1NC(=O)COC(=O)c1ccc(S(=O)(=O)NCc2ccco2)cc1 (stereo unspecified),/,-0.2,0.19
O=C(C(=O)N1CCN(c2ccccc2F)CC1)c1c[nH]c2ccccc12,-44.4,/,/
O=C(Nc1cc(C(F)(F)F)ccc1N1CCOCC1)C1Cc2ccccc2CN1C(=O)c1ccco1 (stereo unspecified),-18.2,0.24,0.58
Cc1ccc(NC(=O)CSCc2c(C)noc2C)cc1C,/,-0.31,-0.38
CCOC(=O)CC(=O)CSc1nc2nc(C)cc(C)n2n1,/,1.02,1.81
C=CCN1C(=O)C(Cc2ccc(OC)cc2)S/C1=N/N=C/c1ccco1 (stereo unspecified),26.1,0.59,1.17
Cc1nc2ccccn2c1C(=O)NCC(C)C,0.0,0.62,0.63
CCCCN(C)CCCNC(=O)c1ccc2c(c1)NC(=O)C(N1CCOCC1)S2 (stereo unspecified),67.7,1.02,0.27
COc1ccc(/C(O)=C2\C(=O)C(=O)N(CC3CCCO3)C2c2cc(OC)ccc2OC)cc1 (stereo unspecified),/,1.35,1.13
CC(=O)c1cccc(Nc2nc(-c3ccccc3)cs2)c1,-31.6,/,/
Cc1cc(NC(=O)c2cc3n(n2)C(C(F)(F)F)CC(c2ccc(Cl)c(Cl)c2)N3)no1 (stereo unspecified),32.3,-1.67,-0.74
CCN(CC)CCN1C(=O)C(=O)/C(=C(/O)c2c(C)[nH]c(C(=O)OC)c2C)C1c1cccs1 (stereo unspecified),0.0,0.84,-1.31
CC(C)(C)N1C(=O)c2ccc(C(=O)Nc3nccs3)cc2C1=O,/,0.46,-0.33

# Another view of some results above.
# Values run as follows: INS promoter inh | sdo1 growth | sdo1 growth Rescue 24 h
> Cc1cc(NC(=O)c2cc3n(n2)C(C(F)(F)F)CC(c2ccc(Cl)c(Cl)c2)N3)no1 (stereo unspecified)
  32.3 | -1.67 | -0.74
> CCCCN(C)CCCNC(=O)c1ccc2c(c1)NC(=O)C(N1CCOCC1)S2 (stereo unspecified)
  67.7 | 1.02 | 0.27
> Cn1cnc([N+](=O)[O-])c1S(=O)(=O)c1ccc(Cl)cc1
  6.7 | -1.44 | -0.95
> COc1ccc(/C(O)=C2\C(=O)C(=O)N(CC3CCCO3)C2c2cc(OC)ccc2OC)cc1 (stereo unspecified)
  / | 1.35 | 1.13
> CC(C)(C)N1C(=O)c2ccc(C(=O)Nc3nccs3)cc2C1=O
  / | 0.46 | -0.33

# Remaining list, next part
SMILES,INS promoter inh,sdo1 growth,sdo1 growth Rescue 24 h
CC(C)CNC(=S)NC1CC2CCCC(C1)N2Cc1cccs1 (stereo unspecified),/,0.36,-0.23
O=C1CN(C(=O)COc2ccc(Br)cc2F)c2ccccc2N1,/,0.16,-0.41
Cc1cc(S(=O)(=O)N2CCN(c3ccc(F)cc3)CC2)c(C)s1,/,-2.06,-2.16
COc1c(C)cc(C(=O)C2CCCN(C(=O)c3cc(C)nc(C)n3)C2)cc1C (stereo unspecified),-20.0,/,/
CC(=O)Nc1cccc(N2CCCC2=O)c1,-13.3,0.14,1.1
CC(C)(C)c1cc(NC(=O)c2cccnc2)no1,-25.0,1.55,0.63
CCOC(=O)c1ccc(NC(=O)Nc2cc(C)on2)cc1,-15.8,-0.12,-0.21
O=C(CSc1nnc2c3cc(F)ccc3nc(-c3ccccc3)n12)N1CCOCC1,-13.2,/,/
O=c1c(Cc2ccc(Cl)cc2Cl)c(O)ccn1Cc1ccc(Cl)cc1,-52.3,-2.15,-0.89
O=C(O)c1cc2c(cc1Br)OCCCO2,/,0.99,-0.41
O=C(Nc1ccccc1Cl)c1ccc(S(=O)(=O)N2CCOCC2)cc1,/,0.73,1.69
COc1cc(CNc2cccc(C(=O)O)c2)cc(Br)c1OCC(=O)NC(C)(C)C,-57.1,0.41,-0.25
CSc1cccc(NC(=S)N(CCC(C)C)C2CCN(C(C)C)CC2)c1,-13.3,/,/
Cc1ccc(-c2cc(-c3nnc(SCC(=O)NCC(C)C)n3N)c3ccccc3n2)cc1,44.8,-1.04,0.13
O=C(Cc1ccccc1)Nc1nnc(SCC(=O)NC2CCCC2)s1,33.3,/,/
Cc1ccc(CN2CCNC2=O)cc1,-2.7,0.86,1.26
O=C(/C=C\c1ccco1)Nc1cc([N+](=O)[O-])ccc1F,-71.9,0.39,0.31
C/C=C/c1ccc(OCCOc2cc(C=O)ccc2OC)c(OC)c1,/,-1.94,-1.44
COC(=O)c1ccccc1NC(=O)CN(c1ccc(OC)cc1)S(C)(=O)=O,-87.5,0.36,0.62
COc1ccc(S(=O)(=O)Nc2cc(C(=O)NC3CCCCCC3)ccc2N2CCOCC2)cc1,/,-0.39,-0.45
Cc1nc2nc(SCC(=O)C(C)(C)C)[nH]c2cc1Br,/,-0.52,-0.97
CCN1C(=O)C(CC(=O)Nc2ccc(OC)cc2)N(Cc2ccco2)C1=S (stereo unspecified),11.1,0.72,0.85
Clc1cc(CSc2ccccc2)nc(-c2ccccc2)n1,/,-0.11,-0.23
Cc1ccc(N2C(=O)C3C4C=CC(CNC(=S)N5CCN(c6ccccn6)CC5)(O4)C3C2=O)cc1 (stereo unspecified),18.8,/,/
O=c1c2ccccc2cnn1Cc1n[nH]c(=S)n1-c1ccc(Cl)cc1Cl,-66.7,1.35,1.31
COc1nc(OC)nc(N(C)CCO)n1,27.3,0.13,0.05
c1ccc(-n2cc(CN3CCCC(CN4CCCC4)C3)c(-c3ccc4c(c3)OCO4)n2)cc1 (stereo unspecified),-125.0,/,/
CCC(C)(C(=O)NC1CCCCC1)N(CC1CCCO1)C(=O)CNC(=O)c1ccccc1 (stereo unspecified),-11.1,-0.86,-1.54
CCc1c(C)c(C#N)c2nc3ccccc3n2c1NCCN(C)C,-31.2,-2.14,-1.06
CSc1ccccc1C(=O)Nc1cccc(N(C)S(C)(=O)=O)c1,-382.4,1.54,1.43
O=C(/C=C/c1ccco1)NC(=S)Nc1ccc(N2CCOCC2)c(Cl)c1,7.0,0.52,0.4
CCOC(=O)c1c(C)nc2ccccc2c1-c1ccccc1,/,-0.68,-0.56
CCOc1ccc(Br)cc1CC(=O)O,81.1*,0,-0.41
COc1ccc(CC(=O)Nc2cc(C)on2)cc1OC,-8.1,2.01,1.88
CCN1CCn2c1nc(N1CCCCC1)nc2=O,-30.6,0.41,-0.28
N/C(=N\OC(=O)CCC1CCCCC1)c1ccc([N+](=O)[O-])cc1,20.0,-1.24,-1.12
CCCCCC(=O)Nc1nc2ccccc2[nH]1,-20.0,0.46,0.36
OC1(c2cn(Cc3ccccc3)nn2)CCCCC1,/,0.18,-0.29
CC1=Nc2cc(C(=O)O)ccc2Sc2c(C)ccc(C)c21,33.3,/,/
N#CCSc1nc2c(sc(=S)n2Cc2ccco2)c(=O)n1-c1ccc(F)cc1,-75.0,-1.43,-1.23
Cc1onc(-c2ccccc2Cl)c1C(=O)Nc1sc2c(c1C#N)CCC2,/,-0.99,-0.56
CO/N=C(/CNC(=O)c1ccc(Cl)cc1Cl)c1ccc(Cl)cc1,/,-1.5,-1.09
CC1(c2ccc3noc(-c4ccccc4)c3c2)OCCO1,12.5,-1.64,-1.54
O=C(C1CCN(S(=O)(=O)c2ccc3c(c2)OCCO3)CC1)N1CCc2ccccc21,/,-1.96,-0.87
OCCOc1ccc(C2=NCCO2)cc1,-166.7,1,1.36
CC(=O)Nc1sc(N)nc1-c1ccccc1,/,0.22,-0.44
CC(C)CCNC(=O)NC(=O)COC(=O)C1CCN(S(=O)(=O)c2ccccc2F)CC1,/,0.38,0.77
Cc1c(C(=O)Nc2nc3ccccc3[nH]2)oc2c(Cl)cccc12,-41.9,-1.54,-0.68
CNC(=O)COC(=O)c1ccc(Cl)c(S(=O)(=O)N2CCCC2)c1,53.3,/,/
Cc1ccc(NC(=O)CC2NCCNC2=O)cc1 (stereo unspecified),-41.3,-0.11,-0.2
O=C1CC(c2ccccc2)c2ccccc21 (stereo unspecified),21.4,/,/
Cc1ccc(N2C(=O)CC(NNC(=O)c3cccc(S(=O)(=O)N4CCCC4)c3)C2=O)cc1 (stereo unspecified),-35.1,0.31,0.04
Cc1c(NC(=O)c2c(F)c(F)c(F)c(F)c2F)c(=O)n(-c2ccccc2)n1C,48.3,-0.68,0.45
CCN(CC)S(=O)(=O)c1ccc(N2CCOCC2)c(NS(=O)(=O)c2cc(C(C)(C)C)ccc2C)c1,-2.7,0.17,0.18
CC(NC(=O)c1ccc(=O)oc1)c1ccccc1 (stereo unspecified),/,0.35,0.01
COc1ccc(N2CCN(CCOc3ccc4c(C)cc(=O)oc4c3)CC2)cc1,-46.1,-0.13,-0.03
N#Cc1nc(-c2ccc(Cl)cc2)oc1NCc1ccco1,-6.7,-0.58,0.75
COc1cc(S(=O)(=O)N2CCC(c3nc4ccccc4s3)CC2)ccc1S(=O)(=O)N1CC(C)CC(C)C1 (stereo unspecified),52.4,1.76,4.36
CC(C)CC(N=Cc1c(O)c2ccccc2oc1=O)C(=O)O (stereo unspecified),-66.7,/,/
Cc1cccc(OS(=O)(=O)NC(=O)OCC2CCCN3CCCCC23)c1 (stereo unspecified),25.0,/,/

# Just sdo1 growth Rescue 24 h and INS promoter inh, for some of the entries so far:
molecule	sdo1 growth Rescue 24 h	INS promoter inh
COc1ccc(S(=O)(=O)Nc2cc(C(=O)NC3CCCCCC3)ccc2N2CCOCC2)cc1	-0.45	/
Cc1nc2nc(SCC(=O)C(C)(C)C)[nH]c2cc1Br	-0.97	/
CCN1C(=O)C(CC(=O)Nc2ccc(OC)cc2)N(Cc2ccco2)C1=S (stereo unspecified)	0.85	11.1

# (next part)
SMILES,INS promoter inh,sdo1 growth,sdo1 growth Rescue 24 h
COc1cc(NC(=S)NC(=O)c2ccc(C(C)(C)C)cc2)ccc1NC(=O)c1cccs1,6.2,-0.58,-0.36
CC1=C(C(=O)OC(C)C)C(c2cccnc2)n2ncnc2N1 (stereo unspecified),/,-0.25,-0.5
COc1cccc([C@@H]2Oc3ccc(OC)cc3C(=O)[C@H]2OC(=O)NCc2ccc3c(c2)OCO3)c1,-10.0,-0.57,-0.62
O=C(N/N=C\C=C\c1ccc2c(c1)OCO2)c1cccnc1,-42.4,-0.91,-0.69
COc1ccccc1Cn1c(=S)[nH]c2cc(C(=O)NCc3cccnc3)ccc2c1=O,14.3,/,/
Cc1ccccc1CSCC(=O)N/N=C/c1cccs1,50.0,-0.31,-0.74
O=C(c1ccccc1-c1ccccc1)N1CCOCC1,46.7,-0.84,-1.73
S=c1[nH]ncn1/N=C/c1ccc(Br)cc1,-38.9,-1.13,-0.42
COc1ccc(C(=O)NC(=O)COC(=O)c2ccc3ncsc3c2)cc1,22.2,-0.26,-0.2
COc1cc(/C=N/NC(=S)NCCN2CCOCC2)ccc1O,13.3,1.19,0.15
O=C(O)C1C2C=CC(C2)C1C(=O)OCC1CCCO1 (stereo unspecified),/,0.1,0.36
Oc1cccc(C(O)CNCc2ccc(OCc3ccc(Cl)cc3Cl)cc2)c1 (stereo unspecified),0.0,/,/
Cc1ccccc1CSc1ccc(-c2ccc3c(c2)OCO3)nn1,/,0.03,0.56
N/C(=N\OS(=O)(=O)c1cccc([N+](=O)[O-])c1)c1ccncc1,9.1,0.19,0.46
CN(C)CCNc1nc2c(c(=O)[nH]c(=O)n2C)n1CC(O)COc1ccc(Cl)cc1Cl (stereo unspecified),53.9,0.03,-0.08

# INS promoter inh, entries above that show a hit
SMILES,INS promoter inh,sdo1 growth,sdo1 growth Rescue 24 h
Cc1cc(C)n2c(SCc3c(C)noc3C)nnc2n1,80.0*,1.12,0.38
CCOc1ccc(Br)cc1CC(=O)O,81.1*,0,-0.41

# Additional compounds.
SMILES,INS promoter inh,sdo1 growth,sdo1 growth Rescue 24 h
C=CCn1nnnc1SCC(=O)Nc1ccccc1C(=O)OC,/,0.24,-0.08
O=C(NCc1cccs1)C1CCN(S(=O)(=O)c2ccc3c(c2)OCCO3)CC1,-61.3,0.64,0.98
O=C(Oc1ccc(-c2cn3c(n2)SCC3)cc1)c1ccccc1,-59.1,-0.88,-0.57
Cn1cc(Cl)c(C(=O)NNC(=S)NC2CCCCC2)n1,-491.7,-0.43,-1.44

# Compound activity as filed in PubChem.

# Hits appear at their usual frequency; 0.99% or so of the library scored in one or more.
